High-throughput results: PubChem, National Center for Advancing Translational Sciences (NCATS)
ELG1 genotox – inducers of genotoxicity in HEK293T ELG1-luciferase cells; Potency, µM (doses to about 46 µM), inactives show at the top dose activity change, positive = activation, hits mostly activators; HEK293T ELG1-luciferase reporter, luminescence, 16 h; AID 504466; 1.3% of 330,000 active; note: % of control where 0% means no effect; nearly all actives have a fitted effect of over 60% in size
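Genotoxic stress is detected as increased luminescence from luciferase-tagged ELG1 in HEK293T cells, measured with ONE-Glo after a 16 hr treatment at 37 °C.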
Gal4-VP16 FLuc – Gal4-VP16 reporter inhibition counter-screen; 3.5% of 310,000 active; Drosophila S2 Gal4-VP16 UAS-luciferase, luminescence, 20 h; Potency, µM (titrated, usually from 53.6 µM), for inactives: at the highest dose activity, negative = inhibition, hits mostly inhibitors;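 note: Gal4-VP16 expression switched on by copper sulfate through the metallothionein promoter; % is set by controls: 0 for no effect and ±100 for the full control effect; nearly all actives have a fitted effect of over 50% in size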
uPA generation – blocks generation of uPA at the cell surface; AID 540303; Potency, µM (top dose mostly 38.3 µM), for the others: at the highest dose activity change, negative = inhibition, actives largely listed as inhibitors; 0.31% of 330,000 active; cell surface uPA generation assay, qHTS; active = well fitted inhibition curve with a large enough effect; inconclusive = small, poorly fitted or top-dose-only effect; inactive = no such curve, though single readings can be large or run the other way; tested in mouse RAW 264.7 cells; note: % is set by controls: 0 for no effect and ±100 for the full control effect; nearly all actives have a fitted effect of over 55% in size
NPC1 prom act – activates the NPC1 promoter | Potency, µM (series often up to 9.22 µM), inactives show top-dose activation, usual class: activators | Huh7 NPC1 promoter luciferase reporter, 24 h | AID 485313 | 2.4% of 320,000 active;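 note: % of control where 0% means no effect; nearly all actives have a fitted effect of over 60% in size; reporter is driven by a mutant NPC1 promoter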
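Quantitative HTS used a cell-based reporter: Huh7 cells stably bearing the NPC1 promoter upstream of luciferase were treated with compounds for 24 h, and promoter activation was read as luminescence.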
MBNL1-CUG inh – blocks human MBNL1 binding to CUG repeat RNA; AID 2675; Q9NR56; 0.036% of 280,000 active; TR-FRET MBNL1-His/biotin-(CUG)12 binding, 665/545 ratio; Potency, µM (series often up to 57.5 µM), for the others: top-dose activity change, negative = inhibition, usual class: inhibitors; active = well fitted inhibition curve with a large enough effect in the signal ratio, with a control signal flat, not every such curve was filed as active; inconclusive = small, poorly fitted or top-dose-only effect, or effect the other way, or a change in a side signal; inactive = no such curve, though single readings can be large or run the other way; the % refers to the signal ratio; note: % is set by controls: 0 for no effect and ±100 for the full control effect
Target sequence (Q9NR56 whole entry, looked up): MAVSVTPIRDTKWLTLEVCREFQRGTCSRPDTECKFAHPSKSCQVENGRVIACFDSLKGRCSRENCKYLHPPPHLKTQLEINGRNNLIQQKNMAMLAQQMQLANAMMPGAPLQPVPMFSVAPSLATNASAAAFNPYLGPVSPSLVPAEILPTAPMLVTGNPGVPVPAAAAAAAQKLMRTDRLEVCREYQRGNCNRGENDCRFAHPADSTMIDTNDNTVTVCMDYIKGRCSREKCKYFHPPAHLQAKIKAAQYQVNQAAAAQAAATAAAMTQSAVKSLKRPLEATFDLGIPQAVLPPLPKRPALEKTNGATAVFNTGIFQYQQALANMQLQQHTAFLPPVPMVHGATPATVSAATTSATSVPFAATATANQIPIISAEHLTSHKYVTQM
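His-tagged MBNL1 binding to biotinylated (CUG)12 RNA was measured by TR-FRET using terbium anti-His antibody (0.055 ng/ul final) and streptavidin-XL665 (5 nM final). Compounds were titrated 92 nM to 58 uM; 60 min at room temperature.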
FLuc modulator – firefly luciferase modulation, counter-screen for miR-21 project | purified FLuc, Km substrates, luminescence inhibition | Potency, µM (top dose mostly 57.5 µM), for inactives: top-dose activity change, negative = inhibition, usual class: inhibitors | 6.9% of 360,000 active;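 note: plate controls were vehicle for no effect and reference inhibitor for full effect; nearly all actives have a fitted effect of over 55% in size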
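Purified P. pyralis luciferase, 10 nM final, with Km-level 10 uM D-luciferin and 10 uM ATP in 50 mM Tris acetate pH 7.5, 10 mM Mg acetate, 0.01% Tween-20, 0.05% BSA; 6-point qHTS titration about 60 µM downward; luminescence read.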
p53 reactivator – re-activators of mutant p53. H1299 p53-A138V BP100-luciferase reporter, luminescence, 24 h. Potency, µM (titrated, usually from 92.2 µM), inactives show top-dose activity change, positive = activation, actives largely listed as activators. 0.063% of 320,000 active; note: % of control where 0% means no effect; nearly all actives have a fitted effect of over 45% in size
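H1299 (p53-null), stable ts p53-A138V + BP100-Luc; 1000 cells/well, Opti-MEM/10% FBS; cpd 4 pt, 1:5; 24 h, 37 deg C, 5% CO2; detection reagent 10 min RT; luminescence.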
RORgamma inh – ROR gamma (mouse) transcription inhibition | P51450 | Drosophila S2 Gal4-RORgamma UAS-luciferase reporter, 20 h | 5.4% of 310,000 active | AID 2551 | Potency, µM (doses to about 53.6 µM), for inactives: top-dose activity change, negative = inhibition, hits mostly inhibitors; note: % is set by controls: 0 for no effect and ±100 for the full control effect; nearly all actives have a fitted effect of over 60% in size
Target sequence (P51450 whole entry, looked up, the tested form may be a part): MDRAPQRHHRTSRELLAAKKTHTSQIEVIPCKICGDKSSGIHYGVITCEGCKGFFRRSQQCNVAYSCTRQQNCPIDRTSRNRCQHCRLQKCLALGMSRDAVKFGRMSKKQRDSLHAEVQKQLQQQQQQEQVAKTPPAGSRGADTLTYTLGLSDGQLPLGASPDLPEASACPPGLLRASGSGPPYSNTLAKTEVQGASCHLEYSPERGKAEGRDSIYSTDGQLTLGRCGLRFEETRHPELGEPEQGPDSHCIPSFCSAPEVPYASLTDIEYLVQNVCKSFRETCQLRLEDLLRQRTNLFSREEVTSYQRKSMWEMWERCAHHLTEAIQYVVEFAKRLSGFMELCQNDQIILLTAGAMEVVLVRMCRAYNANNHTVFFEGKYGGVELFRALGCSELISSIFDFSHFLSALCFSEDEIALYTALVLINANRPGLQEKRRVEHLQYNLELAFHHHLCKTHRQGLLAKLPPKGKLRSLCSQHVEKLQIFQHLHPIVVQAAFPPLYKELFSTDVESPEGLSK
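Luminescence from a UAS-regulated Photinus luciferase reporter in stably transfected Drosophila Schneider cells is measured; decreased signal marks ROR gamma inhibition. Fusion expression is induced by 700 uM copper sulfate for 20 hr.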
BRCA1 expr up – activators of BRCA1 expression; MCF7-BRCA1-FFLuc reporter, luminescence, 48 h; response scale: scaled: vehicle 0%, 10 µM genistein 100%; Potency, µM (titrated, usually from 46.1 µM), without a hit: at the highest dose activation, hits mostly activators; 1.1% of 380,000 active; AID 624202; note: nearly all actives have a fitted effect of over 80% in size; some results filed as inactive show a strong effect at the top dose
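Activators of BRCA1 expression were detected as increased firefly luciferase luminescence in engineered MCF7 cells after 48 h compound incubation. Signals were scaled to genistein 10 microM as full activation.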
Rab9 prom act – activates the Rab9 promoter; Huh7 Rab9 promoter-luciferase reporter, luminescence, 24 h; Potency, µM (series often up to 9.22 µM), for the others: at the top dose activation, negative = inhibition, actives largely listed as activators; 2.8% of 320,000 active; AID 485297; note: % of control where 0% means no effect; nearly all actives have a fitted effect of over 60% in size
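Steps: seed 1500 Huh7 Rab9-luc cells per well, rest 2 h at 37 °C; add compound in DMSO; incubate 24 h; add luciferase reagent, 10 min ambient; read luminescence.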
* hit, by the source's call; ? = inconclusive; nt = not tested or not shown; [ ] = remark or other dose. Unless noted, calls come from the whole dose curve; as a rule, active = well fitted curve in the direction sought with a large enough effect; inconclusive = small, poorly fitted or top-dose-only effect, or another doubt; inactive = no such curve, though single readings can be large; an effect the other way counts as inactive or inconclusive. Potency is the fitted concentration of half-maximal effect.

The line under a structure holds: ELG1 genotox | Gal4-VP16 FLuc | uPA generation | NPC1 prom act | MBNL1-CUG inh | FLuc modulator | p53 reactivator | RORgamma inh | BRCA1 expr up | Rab9 prom act
1	CC1(C)CC(=O)C(CC2=C(O)CC(C)(C)CC2=O)=C(O)C1
→ 3% | nt | 4% | -2% | -4% | -2% | -8% | 32%[0.365 µM] | 1% | -2%
2	N#Cc1c(-c2ccco2)nc(SCc2ccc(F)cc2)[nH]c1=O
→ 0% | 16% | -3% | -1% | 10% | -5% | -13% | 11% | -30% | -2%
3	COc1ccc(C)cc1NC(=O)C(c1ccccc1)N1CCNC(=O)C1 (stereo not given)
→ 0% | -15% | nt | 0% | -5% | 0% | -1% | 16% | nt | -1%
4	COc1ccc(OC)c(S(=O)(=O)N(C)CC(=O)Nc2ccccc2OC)c1
→ nt | 20% | 6% | nt | -9% | 1% | nt | 1% | 15% | nt
5	CCN(C(=O)COC(=O)CNC(=O)c1ccccc1C)C1=CCCCC1
→ -4% | nt | 16% | -2% | nt | 4% | 3% | nt | 2% | 1%
6	Cc1nnc(NC(=O)CCCCCN2C(=O)C3C4C=CC(C4)C3C2=O)s1 (stereo not given)
→ -6% | -1% | 6% | 0% | -3% | 7% | 4% | 9% | -10% | -8%
7	COc1ccc(OC)c(-c2csc(N3CCC(c4ccccc4)CC3)n2)c1
→ 4% | -7% | 1% | 0% | -3% | -5% | 5% | -11% | -4% | 1%
8	CN1CCN(C(=O)C2=C[C@@H](c3ccc(Br)cc3)C[C@@H](OCc3ccc(CO)cc3)O2)CC1
→ 1% | -23% | 2% | 0% | 12% | 0% | -5% | -115% | 0% | -1%
9	Cc1sc2nc(CN3CCOCC3)nc(NS(=O)(=O)c3ccc4c(c3)OCCO4)c2c1C
→ 0% | 21% | -1% | -3% | 0% | 8% | -4% | 7% | 0% | -1%
10	O=C(NCc1ccccc1C(F)(F)F)C12CN(Cc3ccccc3)CC1C(c1ccc([N+](=O)[O-])cc1)=NO2 (stereo not given)
→ 1% | -14% | 17% | -5% | 47%[activator] | -7% | 7% | ? | -8% | -8%
11	O=C(c1ccc(-c2cccc(C(F)(F)F)c2)o1)N1CCCCCCC1
→ ? | nt | 21% | -2% | nt | ? | -1% | nt | 8% | -5%
12	CCN(C(=O)CN1CCCCC1C)c1c(N)n(Cc2ccccc2)c(=O)[nH]c1=O (stereo not given)
→ 0% | nt | 2% | -1% | nt | nt | 0% | nt | -29% | 1%
13	CCCN(CCc1ccccc1)C1CCc2c(O)cccc2C1 (stereo not given)
→ nt | nt | -1% | 7%[46.1 µM] | nt | nt | nt | nt | 7% | -15%[46.1 µM]
14	O=C(CN1C(=O)NC2(CCCCCC2)C1=O)Nc1ccc([N+](=O)[O-])cc1
→ -7% | nt | -2% | nt | nt | nt | -4% | nt | -21% | nt
15	Cc1cc(C)nc(NC(=O)c2ccc(Br)s2)n1
→ 0% | 9% | 15% | -1% | 3% | 2% | nt | -21%[1.91 µM] | 3% | 10%
16	CC(C)N(CCc1ccncc1)C(=O)Nc1ccc(Cl)c(Cl)c1
→ -1% | 4% | -20% | -2% | 11% | 5% | -10% | 15% | -52% | 0%
17	O=[N+]([O-])c1ccc(CN2CCN(c3ccccc3Cl)CC2)o1
→ -1% | 4% | 2% | 0% | ? | 0% | 8% | 5% | -6% | 0%
18	Cc1sc(NC(=O)c2c(F)cccc2F)nc1-c1ccccc1
→ 5% | -8% | 2% | -6% | -1% | ? | ? | ? | 1% | 4%
19	CC1CN(C2CCN(C(=O)c3ccccc3Cl)CC2)CC(C)O1 (stereo not given)
→ 0% | -4% | -3% | 1% | -1% | 7% | 0% | -3% | 12% | -1%
20	CCOC(=O)c1cc(C#N)c(SCC(=O)O)[nH]c1=O
→ 1% | 6% | 4% | -1% | -1% | ? | -3% | 7% | 3% | -1%
21	CC1CCCCN1CC(O)COc1ccc(OCC(O)CN2CCCCC2C)cc1 (stereo not given)
→ 1% | 5% | 9% | -6% | -2% | -2% | 9% | -3%[1.91 µM] | -14% | 1%
22	O=C(Cc1ccccc1)NCCN1CCCC1
→ -1% | -7% | 1% | -2% | 1% | -2% | 0% | -17% | 0% | -4%
23	CCOC(=O)CCCSc1nnc(CCCCCN2C(=O)c3cccc4cccc(c34)C2=O)o1
→ 1% | 3% | 4% | -1% | -3% | 5% | -28% | 0% | -16% | -4%
24	S=C(NCc1ccccc1)Nc1nccs1
→ -4% | 1.3µM* | -1% | 0% | -4% | -16% | nt | 0.89µM* | 12% | 1%
25	CC(C)CCNC(=O)c1ccc(Cn2c(=S)[nH]c3ccccc3c2=O)cc1
→ 8% | ? | 1% | 3% | -1% | 3% | -1% | ? | -39% | -2%
26	CSc1ccc(-c2ccco2)nn1
→ ? | 0% | -2% | ? | 15% | ? | ? | 8% | ? | 3.2µM*
27	Cc1ccnc(NC(=O)Nc2ccc3c(c2)OCO3)c1
→ ? | 5% | -2% | 0.63µM* | -9% | 1.9µM* | ? | -4% | ? | 0.5µM*
28	O=C(CCCc1ccccc1)Nc1ccccc1C(F)(F)F
→ 4% | -3% | 1% | 1% | 0% | -10% | 15% | 4% | 74% | -1%
29	CCC(C)(C)n1nnnc1C(c1cc2cc(C)ccc2[nH]c1=O)N1CCCC1 (stereo not given)
→ -1% | nt | -21% | -4% | ? | 3% | -3% | -7%[0.365 µM] | -28% | 2%
30	O=C(O)CCCC(=O)Nc1ccc(C(=O)N2CCCCC2)c(Cl)c1
→ -1% | -7% | -1% | 1% | 0% | -2% | 5% | -1% | 9% | 2%
31	CC1CCN(C(=O)c2ccc3c(c2NCCO)C(=O)c2ccccc2C3=O)CC1
→ -14% | -16% | -9% | 1% | ? | -19% | -13% | -42% | -4% | -5%
32	Cc1ccc(S(=O)(=O)N(C)C)cc1NC(=O)CSc1ncn[nH]1
→ 3% | -10% | -2% | 1% | -9% | 2% | -1% | -35% | 1% | 1%
33	COc1ccc(C(C)=O)cc1COC(=O)c1cnc(C)cn1
→ 2% | 8% | 0% | -4% | ? | -2% | -7% | -9% | 15% | -3%
34	CCC(C)NC(=O)Cn1c(=O)n(-c2ccccc2)c(=O)c2ccc(C(=O)NCc3ccco3)cc21 (stereo not given)
→ 1% | 2% | -3% | 4% | -4% | -2% | 3% | 5% | 3% | -4%
35	CCn1c(CNS(=O)(=O)c2ccc(Cl)cc2)n[nH]c1=S
→ -6% | 5% | 3% | -1% | -5% | -1% | 6% | -11% | -8% | 0%
36	C=CCSC1=NNC(c2ccc(C(C)(C)C)cc2)=NN1
→ ? | ? | -13% | 22% | -2% | ? | 9% | -9% | 7.1µM* | ?
37	CCOC(=O)N1CCN(c2c(NCCCOC(C)C)c(=O)c2=O)CC1
→ 0% | 3% | -7% | 0% | -2% | -1% | -7% | -30% | 5% | -2%
38	COc1ccc(-c2csc(NC(=O)CCn3cnc4ccccc4c3=O)n2)cc1OC
→ -1% | -26% | -20% | -7% | -2% | -2% | -9% | -34% | -26% | 1%
39	Cc1[nH]c2ccccc2c1C(=O)CCl
→ -9% | 11µM* | 8.9µM* | -13% | -8% | -1% | -13% | 13µM* | -75% | -31%[inhibitor]
40	CCN(CC(=O)NCc1ccc(F)cc1)C(=O)/C=C/c1cccs1
→ 1% | -7% | -2% | -4% | ? | -1% | 3% | 15% | -1% | -5%
41	CN1CCN(C(=S)c2ccc(N(C)C)cc2)CC1
→ -1% | -11% | nt | 1% | -8% | -8% | 2% | 0% | 12% | -6%
42	COc1ccccc1C(=O)Oc1ccc2ccc(=O)oc2c1
→ 0% | 15% | -2% | 0% | 8% | ? | 6% | -20% | -18% | -4%
43	CN(C)CC(C(=O)c1ccccc1)c1ccccc1 (stereo not given)
→ -40%[inhibitor] | 7.1µM* | -6% | -10% | 1% | -16% | -41%[inhibitor] | 7.1µM* | -101%[inhibitor] | -23%
44	CCCCNC(=O)c1ccc2c(c1)N(CC)C(=O)c1ccccc1S2(=O)=O
→ -6% | 2% | -2% | -2% | -4% | 6% | 2% | -18% | -7% | 3%
45	CCN1CCN(Cc2ccc(NC(=O)c3cc(NC(=O)c4ccc5n[nH]nc5c4)cc(OC)c3)cc2C(F)(F)F)CC1
→ 3% | -4% | 3% | -7% | 1% | 2.7µM* | 0% | -13% | 14% | -3%
46	CCCCCCC(=O)N(O)C1CC(=O)N(c2ccc(F)cc2)C1=O (stereo not given)
→ ? | ? | -10% | -1% | -10% | ? | -14% | ? | -30% | -3%
47	COc1cc2c(cc1OC)CN(CC(=O)Nc1cccc(C(F)(F)F)c1)CC2
→ -4% | -4% | 0% | -2% | -3% | -1% | -9% | 2% | -22% | 0%
48	COc1ccc(-c2noc(C3CCCN(C(=O)c4ccccc4C)C3)n2)cc1 (stereo not given)
→ 15% | ? | -3% | 1% | -5% | -17% | 13% | ? | -12% | 3%
49	O=C(NN1CCCCC1)c1ccc(COc2ccc(Cl)cc2)cc1
→ 2% | 3% | 0% | -3% | -2% | -1% | 4% | -1% | 15% | 4%
50	O=C(COC(=O)CCC(=O)c1ccccc1)NCCc1ccccc1
→ 1% | nt | -4% | -3% | nt | 0% | 8% | nt | 14% | -7%
